Bim-Bfl-1 = human Bim-Bfl-1 interaction inhibition; Bead-based flow cytometry, Bim-Bfl-1 binding inhibition; 190,000 tested, 0.12% active; AID 1008; Q16548; inhibition, % at 10 µM;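 also: 0% = wells without compound plus tracer and 100% = blocker peptide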
Bcl-2 Bim block = human Bim-Bcl-2 interaction inhibition; P10415; Bead-based flow cytometry, Bim peptide-Bcl-2 binding; inhibition, % at 10 µM; 190,000 tested, 0.06% active; AID 950; in the data active = inhibition above about 40%; inconclusive = no clear call, values can overlap the other calls;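 also: 0% = no compound wells with probe peptide and 100% = reference peptide inhibitor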
Target sequence (P10415 whole entry, looked up): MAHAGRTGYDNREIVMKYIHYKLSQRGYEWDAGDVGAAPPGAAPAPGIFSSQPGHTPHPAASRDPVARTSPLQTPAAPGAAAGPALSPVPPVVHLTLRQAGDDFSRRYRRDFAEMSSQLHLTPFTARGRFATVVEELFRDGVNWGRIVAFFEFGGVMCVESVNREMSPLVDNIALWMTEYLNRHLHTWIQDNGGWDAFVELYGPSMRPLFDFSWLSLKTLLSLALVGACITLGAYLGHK
Bcl-W Bim block = human Bim-Bcl-W interaction inhibition. Q92843. AID 952. 190,000 tested, 0.02% active. inhibition, % at 10 µM. bead-based flow cytometry, Bim peptide-Bcl-W binding;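 also: 0% = bound tracer without compound and 100% = peptide blocker; higher means less fluorescent Bim peptide bound to Bcl-W beads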
Target sequence (Q92843 whole entry, looked up): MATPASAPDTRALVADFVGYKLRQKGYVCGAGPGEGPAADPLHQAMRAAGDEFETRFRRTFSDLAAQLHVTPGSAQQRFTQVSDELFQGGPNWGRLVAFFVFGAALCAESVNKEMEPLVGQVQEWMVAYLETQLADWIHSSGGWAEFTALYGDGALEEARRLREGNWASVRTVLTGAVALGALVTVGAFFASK
Bim-Bcl-B = human Bim-Bcl-B interaction inhibition; bead-based flow cytometry, Bim peptide-Bcl-B binding; inhibition, % at 10 µM; 190,000 tested, 0.073% active; AID 951;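 also: 0% = tracer peptide without compound and 100% = reference inhibitor peptide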
Target sequence (Q9HD36 whole entry, looked up): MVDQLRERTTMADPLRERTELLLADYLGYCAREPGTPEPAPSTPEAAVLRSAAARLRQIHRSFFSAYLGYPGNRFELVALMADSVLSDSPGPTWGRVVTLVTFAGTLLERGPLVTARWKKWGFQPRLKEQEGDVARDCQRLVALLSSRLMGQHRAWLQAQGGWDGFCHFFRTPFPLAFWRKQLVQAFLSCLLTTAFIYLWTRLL
Rac1 wt GTP bind = human Rac1 wildtype GTP binding, inhibitors and activators; P63000; AID 757; GST-Rac1 beads, fluorescent GTP binding, flow cytometry; actives lie on both sides; 0 = cold GTP competed, 100 = untreated; 190,000 tested, 0.27% active; GTP binding activity (% of control), % at 10 µM;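 active = GTP binding activity at least 20 points away from the 100% control level, either lower or higher; inconclusive = compound flagged as likely green fluorescent, judged across all proteins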
Rab2A wt mod = changes GTP binding to wildtype dog Rab2A, up or down; GTP binding activity, % at 10 µM; 190,000 tested, 0.19% active; AID 760; P61105; GST-Rab2 wt beads, Bodipy-GTP binding, flow cytometry;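 active = GTP binding activity at least 20 points away from 100%, either lowered or raised; inconclusive = signal likely due to the compound's own green fluorescence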;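 also: 0% = beads with excess unlabeled GTP and 100% = no-compound control corrected for plate trend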
HRas wt GTP bind = modulators of GTP binding to human HRas wildtype; 190,000 tested, 0.14% active; AID 759; GTP binding activity, % at 10 µM; GST-Ras wt beads, Bodipy-FL-GTP binding, flow cytometry; actives lie on both sides;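 active = GTP binding activity at least 20% away from the 100% baseline, either lowered as inhibitor or raised as activator; inconclusive = flagged as likely green fluorescent, judged across all proteins in the well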;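 also: 0% = unlabeled GTP competition control and 100% = no-compound control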
Bcl-XL Bim block = disrupts Bim peptide binding to human Bcl-XL | bead flow cytometry, fluorescence | inhibition, % at 10 µM | 190,000 tested, 0.04% active
Target sequence (Q07817 whole entry, looked up): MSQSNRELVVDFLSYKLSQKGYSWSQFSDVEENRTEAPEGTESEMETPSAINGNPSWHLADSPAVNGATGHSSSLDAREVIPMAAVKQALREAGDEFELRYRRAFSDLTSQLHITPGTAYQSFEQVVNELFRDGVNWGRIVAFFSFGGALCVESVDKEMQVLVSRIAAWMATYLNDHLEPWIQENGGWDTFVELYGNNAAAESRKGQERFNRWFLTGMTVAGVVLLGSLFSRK
Rab7 wt GTP bind = alters GTP binding to wildtype dog Rab7. GST-Rab7 beads, fluorescent GTP binding, flow cytometry; actives lie on both sides; untreated = 100%, excess cold GTP = 0%. GTP binding activity (percent of control), % at 10 µM. 190,000 tested, 0.055% active. AID 758;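 active = fluorescent GTP binding to Rab7 beads changed by at least 20 points from the 100% baseline, either direction, mostly lower; inconclusive = compound itself probably fluorescent, or too few beads counted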;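 also: median green fluorescence of bound Bodipy-FL-GTP per Rab7 bead population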
Cdc42 wt GTP = modulators (inhibitors or activators) of GTP binding to human Cdc42 wildtype; P60953; GST-Cdc42 beads, Bodipy-GTP binding, flow cytometry; actives lie on both sides; percent activity (GTP binding), % at 10 µM; 190,000 tested, 0.2% active;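 active = percent activity GTP binding at least 20 points away from the 100% baseline, either down as inhibitor or up as activator; inconclusive = compound flagged as likely green fluorescent from well-wide comparison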;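 also: median bead fluorescence of bound Bodipy-FL-GTP at 100 nM; 0% = excess unlabeled GTP control and 100% = no compound control; below 100% means less GTP binding so inhibitor and above means activator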
Target sequence (P60953 whole entry, looked up): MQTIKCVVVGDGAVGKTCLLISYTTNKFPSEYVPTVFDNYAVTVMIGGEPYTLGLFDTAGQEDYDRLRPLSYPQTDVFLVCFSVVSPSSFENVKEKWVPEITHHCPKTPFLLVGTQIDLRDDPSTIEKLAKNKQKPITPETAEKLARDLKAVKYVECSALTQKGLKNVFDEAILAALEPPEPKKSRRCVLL
Rac1 act GTP bind = alters GTP binding to activated mutant human Rac1 | P63000 | GST-Rac1 activated beads, fluorescent GTP binding, flow cytometry; actives lie on both sides; 100% means binding = to untreated wells | percent activity (GTP binding), % at 10 µM | 190,000 tested, 0.11% active | AID 764;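 active = GTP binding at least 20 percentage points away from the 100% baseline, in either direction, so actives lie on both sides; inconclusive = Compound likely fluorescent itself, or too few beads counted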
The depositor's hits bear a star. Rule as the data show it, unless noted: active = inhibition above about 40%.

For CCOC(=O)c1sc(NC(=O)Nc2ccc(Cl)cc2)cc1C the results were Bim-Bfl-1 -9, Bcl-2 Bim block -3, Bcl-W Bim block 0, Bim-Bcl-B 0, Rac1 wt GTP bind 107, Rab2A wt mod 102, HRas wt GTP bind 102, Bcl-XL Bim block -2, Rab7 wt GTP bind 100, Cdc42 wt GTP 102 and Rac1 act GTP bind 101.
COc1ccc(Br)cc1C(=O)Nc1cccc(C)c1 was read as Bim-Bfl-1 -18, Bcl-2 Bim block -16, Bcl-W Bim block -5, Bim-Bcl-B -10, Rac1 wt GTP bind 104, Rab2A wt mod 98, HRas wt GTP bind 100, Bcl-XL Bim block -8, Rab7 wt GTP bind 104, Cdc42 wt GTP 101 and Rac1 act GTP bind 96.
Screening CCOC(=O)c1ccc(NC(=O)CSc2nc(SC)ns2)cc1 returned Bim-Bfl-1 0, Bcl-2 Bim block -2, Bcl-W Bim block -2, Bim-Bcl-B 1, Rac1 wt GTP bind 102, Rab2A wt mod 100, HRas wt GTP bind 101, Bcl-XL Bim block 1, Rab7 wt GTP bind 100, Cdc42 wt GTP 103 and Rac1 act GTP bind 98.
For COc1ccc(S(=O)(=O)NC(CC(=O)NCCc2ccc(OC)c(OC)c2)c2ccco2)cc1 (stereo not given) the results were Bim-Bfl-1 -10, Bcl-2 Bim block -8, Bcl-W Bim block 3, Bim-Bcl-B -6, Rac1 wt GTP bind 103, Rab2A wt mod 102, HRas wt GTP bind 102, Bcl-XL Bim block -3, Rab7 wt GTP bind 104, Cdc42 wt GTP 102 and Rac1 act GTP bind 99.
CCn1c(-c2ccccc2O)n[nH]c1=S was read as Bim-Bfl-1 1, Bcl-2 Bim block 2, Bcl-W Bim block 3, Bim-Bcl-B -2, Rac1 wt GTP bind 108, Rab2A wt mod 103, HRas wt GTP bind 105, Bcl-XL Bim block -1, Rab7 wt GTP bind 100, Cdc42 wt GTP 108 and Rac1 act GTP bind 100.
For Fc1ccc2nc(Nc3nc4c(s3)CCCC4)sc2c1 the results were Bim-Bfl-1 0, Bcl-2 Bim block 0, Bcl-W Bim block -1, Bim-Bcl-B 1, Rac1 wt GTP bind 101, Rab2A wt mod 105, HRas wt GTP bind 104, Bcl-XL Bim block 1, Rab7 wt GTP bind 106, Cdc42 wt GTP 106 and Rac1 act GTP bind 99.
For CC(C)Sc1nc2c(c(=O)[nH]1)C(c1cccs1)C1=C(CC(C)(C)CC1=O)N2 (stereo not given) the results were Bim-Bfl-1 -7, Bcl-2 Bim block -6, Bcl-W Bim block -3, Bim-Bcl-B -10, Rac1 wt GTP bind 100, Rab2A wt mod 98, HRas wt GTP bind 101, Bcl-XL Bim block -5, Rab7 wt GTP bind 102, Cdc42 wt GTP 100 and Rac1 act GTP bind 97.
`COC(=O)c1cc(NC(=O)CSc2nnc(CN3CCOCC3)n2C)ccc1Cl` gave Rac1 wt GTP bind 97, Rab2A wt mod 95, HRas wt GTP bind 99, Rab7 wt GTP bind 93, Cdc42 wt GTP 100 and Rac1 act GTP bind 95.
COC(=O)c1cc2ccsc2n1Cc1cc(=O)n2ccccc2n1 was read as Bim-Bfl-1 3, Bcl-2 Bim block 3, Bcl-W Bim block 1, Bim-Bcl-B 3, Rac1 wt GTP bind 93, Rab2A wt mod 92, HRas wt GTP bind 93, Bcl-XL Bim block 0, Rab7 wt GTP bind 91, Cdc42 wt GTP 96 and Rac1 act GTP bind 95.
`COc1ccc(NC(=O)C2CCCN2C(=O)NCc2ccccc2)c(OC)c1` (stereo not given) gave Bim-Bfl-1 -21, Bcl-2 Bim block -15, Bcl-W Bim block -3, Bim-Bcl-B -10, Rac1 wt GTP bind 106, Rab2A wt mod 100, HRas wt GTP bind 102, Bcl-XL Bim block -8, Rab7 wt GTP bind 100, Cdc42 wt GTP 99 and Rac1 act GTP bind 101.
CC1(C)CC(=O)C(C=NCCN2CCN(C(=O)c3ccc(F)cc3)CC2)=C(O)C1 was read as Bim-Bfl-1 0, Bcl-W Bim block -1, Bim-Bcl-B -2, Rac1 wt GTP bind 103, Rab2A wt mod 97, HRas wt GTP bind 100, Bcl-XL Bim block -5, Rab7 wt GTP bind 97, Cdc42 wt GTP 100 and Rac1 act GTP bind 96.
Screening COc1ccc(-c2nnc(SC3CCOC3=O)n2C2CCCCC2)cc1OC (stereo not given) returned Bim-Bfl-1 -10, Bcl-2 Bim block -5, Bcl-W Bim block 5, Bim-Bcl-B -3, Rac1 wt GTP bind 99, Rab2A wt mod 97, HRas wt GTP bind 99, Bcl-XL Bim block -1, Rab7 wt GTP bind 98, Cdc42 wt GTP 101 and Rac1 act GTP bind 97.
`O=C(O)c1ccc(Cl)c(S(=O)(=O)NCc2ccco2)c1` gave Bim-Bfl-1 -3, Bcl-2 Bim block -5, Bcl-W Bim block -3, Bim-Bcl-B -5, Rac1 wt GTP bind 96, Rab2A wt mod 99, HRas wt GTP bind 99, Bcl-XL Bim block -4, Rab7 wt GTP bind 97, Cdc42 wt GTP 98 and Rac1 act GTP bind 98.
For S=C(Nc1ccccc1Cl)N1CCCCCC1 the results were Bim-Bfl-1 -4, Bcl-2 Bim block -2, Bcl-W Bim block -1, Bim-Bcl-B -7, Rac1 wt GTP bind 96, Rab2A wt mod 98, HRas wt GTP bind 99, Bcl-XL Bim block 0, Rab7 wt GTP bind 107, Cdc42 wt GTP 96 and Rac1 act GTP bind 94.
For O=C1NC2(CCC3(CC2)OCCO3)NN1c1ccc(Cl)cc1 the results were Bim-Bfl-1 -6, Bcl-2 Bim block -3, Bcl-W Bim block -4, Bim-Bcl-B -2, Rac1 wt GTP bind 95, Rab2A wt mod 98, HRas wt GTP bind 96, Bcl-XL Bim block 0, Rab7 wt GTP bind 96, Cdc42 wt GTP 97 and Rac1 act GTP bind 96.
For Oc1ccc(C2N=C(c3ccccc3)NC(c3ccccc3)=N2)cc1 the results were Bim-Bfl-1 -10, Bcl-2 Bim block 0, Bcl-W Bim block 2, Bim-Bcl-B -3, Rac1 wt GTP bind inconclusive, Rab2A wt mod inconclusive, HRas wt GTP bind inconclusive, Bcl-XL Bim block 0, Rab7 wt GTP bind inconclusive, Cdc42 wt GTP inconclusive and Rac1 act GTP bind inconclusive.
Screening O=C(NC1CCCCC1)C(c1ccccc1)N(C(=O)c1cccs1)c1ccc2c(c1)OCO2 (stereo not given) returned Bim-Bfl-1 -15, Bcl-2 Bim block -8, Bcl-W Bim block -1, Bim-Bcl-B -9, Rac1 wt GTP bind 105, Rab2A wt mod 99, HRas wt GTP bind 100, Bcl-XL Bim block -7, Rab7 wt GTP bind 101, Cdc42 wt GTP 100 and Rac1 act GTP bind 99.
Screening Cc1cc(N2CCN(Cc3nc(-c4ccc(F)cc4)oc3C)CC2)cc(C)n1 returned Bim-Bfl-1 -5, Bcl-2 Bim block -5, Bcl-W Bim block -6, Bim-Bcl-B -3, Rac1 wt GTP bind 100, Rab2A wt mod 100, HRas wt GTP bind 99, Bcl-XL Bim block -6, Rab7 wt GTP bind 103, Cdc42 wt GTP 95 and Rac1 act GTP bind 97.
`CC(C)(C)CC(=O)NC(=S)Nc1ccccc1C(F)(F)F` gave Bim-Bfl-1 -10, Bcl-2 Bim block -1, Bcl-W Bim block -2, Bim-Bcl-B -7, Rac1 wt GTP bind 106, Rab2A wt mod 98, HRas wt GTP bind 99, Bcl-XL Bim block 1, Rab7 wt GTP bind 100, Cdc42 wt GTP 102 and Rac1 act GTP bind 97.
For CCOC(=O)c1sc(NC(=O)COc2ncnc3ccccc23)c(C(=O)OCC)c1C the results were Bim-Bfl-1 0, Bcl-2 Bim block -2, Bcl-W Bim block -2, Bim-Bcl-B -6, Rac1 wt GTP bind 100, Rab2A wt mod 96, HRas wt GTP bind 98, Bcl-XL Bim block -4, Rab7 wt GTP bind 100, Cdc42 wt GTP 97 and Rac1 act GTP bind 98.
For CCN1C(=O)C(CC(=O)Nc2ccccc2)N(Cc2ccccn2)C1=S (stereo not given) the results were Bim-Bfl-1 -2, Bcl-2 Bim block 4, Bcl-W Bim block 1, Bim-Bcl-B -4, Rac1 wt GTP bind 106, Rab2A wt mod 101, HRas wt GTP bind 102, Bcl-XL Bim block 0, Rab7 wt GTP bind 106, Cdc42 wt GTP 103 and Rac1 act GTP bind 97.
For Cc1nn(-c2ncc(C(F)(F)F)cc2Cl)c(=O)n1-c1cccc(Cl)c1 the results were Bim-Bfl-1 -7, Bcl-2 Bim block -3, Bcl-W Bim block 4, Bim-Bcl-B -3, Rac1 wt GTP bind 99, Rab2A wt mod 96, HRas wt GTP bind 99, Bcl-XL Bim block -1, Rab7 wt GTP bind 97, Cdc42 wt GTP 98 and Rac1 act GTP bind 95.
`Cc1cc(OC(=O)N2CCOCC2)cc(C)c1Cl` gave Bim-Bfl-1 0, Bcl-2 Bim block -1, Bcl-W Bim block -3, Bim-Bcl-B -1, Rac1 wt GTP bind 100, Rab2A wt mod 96, HRas wt GTP bind 97, Bcl-XL Bim block 1, Rab7 wt GTP bind 97, Cdc42 wt GTP 96 and Rac1 act GTP bind 97.
For Cc1ccc[n+](CC(=O)Nc2cccc([N+](=O)[O-])c2)c1 the results were Bim-Bfl-1 -2, Bcl-2 Bim block -5, Bcl-W Bim block 2, Bim-Bcl-B -3, Rac1 wt GTP bind inconclusive, Rab2A wt mod inconclusive, HRas wt GTP bind inconclusive, Bcl-XL Bim block 0, Rab7 wt GTP bind inconclusive, Cdc42 wt GTP inconclusive and Rac1 act GTP bind inconclusive.
CCOC(=O)C1CCN(C(=O)c2ccc(SC)cc2OC)CC1 was read as Bim-Bfl-1 -1, Bcl-2 Bim block 1, Bcl-W Bim block 0, Bim-Bcl-B 2, Rac1 wt GTP bind 102, Rab2A wt mod 99, HRas wt GTP bind 101, Bcl-XL Bim block -1, Rab7 wt GTP bind 97, Cdc42 wt GTP 103 and Rac1 act GTP bind 98.
Screening Cc1nc2ncnn2c(C)c1CCC(=O)NCc1ccccc1 returned Bim-Bfl-1 -2, Bcl-2 Bim block -3, Bcl-W Bim block -2, Bim-Bcl-B -4, Rac1 wt GTP bind 96, Rab2A wt mod 96, HRas wt GTP bind 98, Bcl-XL Bim block 0, Rab7 wt GTP bind 96, Cdc42 wt GTP 97 and Rac1 act GTP bind 96.
CCCOc1ccc(C2NC(=O)NC(c3ccccc3)=C2C(C)=O)cc1OCC (stereo not given) was read as Bim-Bfl-1 -2, Bcl-2 Bim block -9, Bcl-W Bim block -2, Bim-Bcl-B -12, Rac1 wt GTP bind 109, Rab2A wt mod 101, HRas wt GTP bind 102, Bcl-XL Bim block -3, Rab7 wt GTP bind 106, Cdc42 wt GTP 106 and Rac1 act GTP bind 100.
CCC(CC)NCc1ccc2c(c1)c1ccccc1n2CC was read as Bim-Bfl-1 4, Bcl-2 Bim block 4, Bcl-W Bim block 2, Bim-Bcl-B 3, Rac1 wt GTP bind 103, Rab2A wt mod 100, HRas wt GTP bind 99, Bcl-XL Bim block 2, Rab7 wt GTP bind 96, Cdc42 wt GTP 99 and Rac1 act GTP bind 97.

Assay outcomes as filed in PubChem.
